Shiga toxin inh – blocks Shiga toxin action in Vero cells. Vero cells, Shiga toxin protein synthesis inhibition reporter. inhibition, % at 38.7 µM. 290,000 compounds, 9.2% hits; in the data active means inhibition mostly above about 28%, no sharp cut-off; inactive means mostly below about 43%; further: 0% is about no effect
Pf growth 96h – P. falciparum growth inhibition at 96 hours; Potency, µM (top dose mostly 28.7 µM), without a hit: at the highest dose activity change, negative = inhibition, usual class: inhibitors; P. falciparum luciferase reporter growth, 96 h; 320,000 compounds, 6.9% hits; further: potency means the concentration at half of the fitted maximal effect; on the % scale 0 is the no-effect control and ±100 the full control effect
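Cell-based qHTS: luciferase-tagged P. falciparum in erythrocytes (2% hematocrit, 0.05% parasitemia final) incubated with compounds for 96 hours, 37 C, 5% CO2; luciferase detection reagent then added and luminescence measured.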
TbPYK inhibitor – T. brucei pyruvate kinase inhibition. Q57TT1. TbPYK enzyme, Kinase-Glo Plus ATP luminescence, 45 min. Potency, µM (top dose mostly 76.8 µM), for inactives: at the top dose activity, negative = inhibition, hits mostly inhibitors. 410,000 compounds, 0.12% hits. AID 624173; further: potency means the concentration at half of the fitted maximal effect; on the % scale 0 is the no-effect control and ±100 the full control effect; nearly all actives have a fitted effect of over 50% in size
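Activity of T. brucei pyruvate kinase was followed by Kinase-Glo Plus luminescence after the enzyme reacted 45 min at room temperature with 130 uM ADP (final) and substrate. Test compounds were added before ADP at multiple concentrations.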
AmpC no deterg – AmpC beta-lactamase inhibition without detergent; P00811; AmpC nitrocefin hydrolysis, absorbance 480 nm, 0.0001% Triton; Potency, µM (titrated, usually from 57.1 µM), inactives show at the top dose activity change, negative = inhibition, hits mostly inhibitors; 330,000 compounds, 0.52% hits; AID 485341;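 further: potency means the concentration at half of the fitted maximal effect; plate controls were no compound for no effect and no enzyme for full effect; nearly all actives have a fitted effect of over 20% in size; some results filed as inactive show a strong effect at the top dose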
Target sequence (P00811 whole entry, looked up): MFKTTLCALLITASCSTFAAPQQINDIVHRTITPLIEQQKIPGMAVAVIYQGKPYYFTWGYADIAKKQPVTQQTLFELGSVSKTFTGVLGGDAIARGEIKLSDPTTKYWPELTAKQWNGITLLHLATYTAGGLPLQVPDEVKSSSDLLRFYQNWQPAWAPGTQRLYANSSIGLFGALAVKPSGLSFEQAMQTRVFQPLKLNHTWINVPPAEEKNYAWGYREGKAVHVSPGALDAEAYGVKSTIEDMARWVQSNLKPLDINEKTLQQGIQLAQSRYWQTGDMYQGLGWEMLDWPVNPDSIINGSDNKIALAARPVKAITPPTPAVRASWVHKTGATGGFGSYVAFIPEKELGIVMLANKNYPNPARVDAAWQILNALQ
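AmpC (5.3 nM in the dispensed reagent) in 20 mM phosphate pH 7.0 with 0.01% (detergent screen) or 0.0001% Triton X-100 was preincubated with compounds for 15 min at room temperature. Nitrocefin was then added from an 800 uM solution, and hydrolysis was followed at 480 nm.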
Pf growth 48h – P. falciparum growth inhibition at 48 hours (one generation). AID 504832. Potency, µM (titrated, usually from 28.7 µM), without a hit: top-dose activity change, negative = inhibition, usual class: inhibitors. P. falciparum luciferase growth in erythrocytes, 48 h. 310,000 compounds, 5.9% hits; further: potency means the concentration at half of the fitted maximal effect; on the % scale 0 is the no-effect control and ±100 the full control effect
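Luminescence readout; reporter = integrated firefly luciferase in P. falciparum. RBC culture at 2% hematocrit, 0.1% parasitemia final, 37 C/5% CO2; decreased signal taken as growth inhibition.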
LmPK inh – LmPK (Leishmania mexicana) enzyme inhibition; purified LmPK, Kinase-Glo ATP luminescence, 1 h; Potency, µM (doses to about 57.5 µM), for the others: at the top dose activity change, negative = inhibition, most hits filed as inhibitors; 290,000 compounds, 0.37% hits; AID 1721; further: potency means the concentration at half of the fitted maximal effect; on the % scale 0 is the no-effect control and ±100 the full control effect
Target sequence (Q27686 whole entry, looked up): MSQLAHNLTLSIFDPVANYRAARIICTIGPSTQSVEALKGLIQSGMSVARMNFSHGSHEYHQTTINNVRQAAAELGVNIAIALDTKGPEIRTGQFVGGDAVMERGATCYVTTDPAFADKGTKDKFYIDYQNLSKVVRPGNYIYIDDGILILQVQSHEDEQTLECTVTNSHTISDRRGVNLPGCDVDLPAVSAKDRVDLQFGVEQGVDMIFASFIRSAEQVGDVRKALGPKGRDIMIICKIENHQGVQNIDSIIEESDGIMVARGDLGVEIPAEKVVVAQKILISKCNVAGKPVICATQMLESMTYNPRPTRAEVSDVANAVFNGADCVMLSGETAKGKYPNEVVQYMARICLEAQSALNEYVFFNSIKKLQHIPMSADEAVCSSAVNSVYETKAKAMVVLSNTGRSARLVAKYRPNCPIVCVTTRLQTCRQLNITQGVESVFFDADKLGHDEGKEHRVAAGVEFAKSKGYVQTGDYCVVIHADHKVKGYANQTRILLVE
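Purified LmPK (0.1 nM) converted ADP (0.1 mM) to ATP with PEP (0.5 mM) in imidazole buffer pH 7.2 with KCl and MgCl2, 1 h at room temperature. ATP was read by Kinase-Glo luminescence; data normalized to uninhibited and no-enzyme controls.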
Cycloheximide cs – affects cycloheximide protein synthesis inhibition readout, counter-screen | AID 2314 | cell reporter, cycloheximide protein synthesis inhibition counterscreen | 300,000 compounds, 12% hits | max response, %; in the data active means max response mostly above about 13%, no sharp cut-off; inactive means mostly below about 14%; further: read at 38.3 µM for the half of the compounds with a filed dose; 0% is about no effect
Numbers without * were called inactive; ? = inconclusive; nt = not tested or not shown; [ ] = another dose, or the depositor's remark. Unless noted, the call rests on the fitted dose curve; in most records, active means well fitted curve in the direction sought with a large enough effect; inconclusive means small, poorly fitted or top-dose-only effect, or another doubt; inactive means no such curve, though single readings can be large; an effect the other way counts as inactive or inconclusive. Compounds were not picked by outcome. Share with any hit: about 22%.

Structure,TbPYK inhibitor,AmpC no deterg,Pf growth 96h,LmPK inh,Pf growth 48h,Cycloheximide cs,Shiga toxin inh
Cc1oc(C2CC2)cc1C(=O)O,3.0%,-0.4%,62.1%[activator],2.8%,-7.9%,1.1,6.6
COc1cc(-c2cc(C(=O)NCc3ccc(S(N)(=O)=O)cc3)c3ccccc3n2)cc(OC)c1OC,1.9%,-2.6%,?,-1.9%,?,-4.1,-8.3
Cc1cc(NC(=O)CSc2nnnn2-c2ccccc2C)no1,-1.1%,-7.3%,?,0.7%,?,17.3,12.6
COc1ccc(-n2nc(C(=O)NCC(=O)NCc3ccccc3OC)c3ccccc3c2=O)c(OC)c1,4.3%,-7.5%,?,-1.3%[11.5 µM],?,6.9,-7.0
Cc1ccc(C)c(C(=O)NC(C)c2ccc(-n3ccnc3)cc2)c1 (centres undefined),6.6%,-8.6%,?,-10.0%,?,4.5,-2.8
COC(=O)c1ccc(/C=C/c2nc3ccccc3c(=O)[nH]2)cc1,0.0%,-14.1%,155.9%[activator],1.5%,151.4%[activator],12.7,50.8*
C[C@H](NC(=O)c1ccc(Cl)cc1)C(=O)NCCc1ccc(S(N)(=O)=O)cc1,0.6%,-9.9%,4.5%,0.7%,20.7%,-5.6,-10.6
CCOc1ccc(CCNC(=O)CN2C(=O)COc3ccc(S(=O)(=O)N4CCOCC4)cc32)cc1,-6.6%,54.7%,?,-0.5%,9.5%,1.8,-3.7
CCOc1ccc(NC(=S)NC(C)c2cccs2)cc1 (centres undefined),-2.3%,-28.6%,-4.6%,-1.3%,-12.8%,12.4,14.8
Cc1cc(C)n(C(=O)c2c([N+](=O)[O-])cnn2C)n1,-16.3%,-7.2%,41.2%[activator],4.8%,17.0%,-1.7,-7.2
CN(c1ccccc1)S(=O)(=O)c1cccc(C(=O)OCC(=O)NCc2ccco2)c1,1.2%,-6.2%,?,-1.7%,-15.4%,12.3,13.2
CCOC(=O)c1oc2ccc(CNCCO)c(Cl)c2c1C,-1.1%,0.8%,?,-4.3%,58.1%[activator],40.2*,82.0*
CC1(C)Cc2c(cnn2-c2ccc(F)cc2)C(NC(=O)CN2CCCCC2=O)C1 (centres undefined),-15.9%,-28.4%,?,-7.2%,-4.9%,-8.4,-18.7
CCn1c(SCC(=O)N2CCc3ccccc3C2)nc2c1c(=O)n(C)c(=O)n2C,-11.3%,-8.7%,?,-0.7%,3.0%,1.1,-5.7
O=C(NCC1COc2ccccc2O1)c1ccc(-n2cncn2)c([N+](=O)[O-])c1 (centres undefined),-0.8%,-27.2%,?,nt,23.3%,nt,nt
CCN(CC)S(=O)(=O)c1ccc(C2CNC(=O)C2)cc1 (centres undefined),-5.4%,-9.7%,?,-1.2%,8.6%,-2.9,3.2
Cc1ccc(N2C(=O)c3ccccc3C2=O)cc1C,0.2%,-23.0%,?,-3.6%,6.3%,13.2,25.7
Cc1cccn2c(=O)c3cc(C(=O)O)n(C)c3nc12,-9.6%,-4.5%,17.7%,-8.5%,14.6%,-2.7,-4.7
Cc1ccc(C)n1-c1ccc(C(=O)Nc2ccccc2)cc1,0.3%,-38.3%,?,-10.2%,?,33.6*,98.2*
O=C(COC(=O)c1ccc([N+](=O)[O-])s1)Nc1ncc(C(F)(F)F)cc1Cl,-6.3%,-28.3%,15.1%,-0.2%,8.6%,2.8,-3.8
COc1ccc(CNC(=O)N[C@H](C(=O)O)C(C)C)cc1OC,8.0%,-11.3%,93.1%[activator],6.4%,31.4%[activator],-5.2,-4.1
Cc1c(C(=O)N2CCN(C3CCS(=O)(=O)C3)CC2)oc2c(F)cccc12 (centres undefined),-17.4%,-9.1%,?,nt,14.0%,nt,nt
COC(=O)c1ccc(C(=O)OC)c(NC(=O)CN2CCN(c3ccccc3OC)CC2)c1,-0.2%,56.3%,-19.1%,-2.9%,13.1µM*,6.2,-5.4
Cc1cc(C)n(CCCC(=O)O)n1,4.7%,-11.9%,31.8%[activator],3.0%,15.5%,-2.7,-1.2
Cn1nnc(NC(=O)c2cccc([N+](=O)[O-])c2)n1,3.3%,-4.9%,28.0%,1.5%,15.7%,-0.9,6.3

Reformatted as labelled records: entries from further up
COC(=O)c1ccc(C(=O)OC)c(NC(=O)CN2CCN(c3ccccc3OC)CC2)c1
  TbPYK inhibitor: -0.2%; AmpC no deterg: 56.3%; Pf growth 96h: -19.1%; LmPK inh: -2.9%; Pf growth 48h: 13.1µM*; Cycloheximide cs: 6.2; Shiga toxin inh: -5.4

CCn1c(SCC(=O)N2CCc3ccccc3C2)nc2c1c(=O)n(C)c(=O)n2C
  TbPYK inhibitor: -11.3%; AmpC no deterg: -8.7%; Pf growth 96h: ?; LmPK inh: -0.7%; Pf growth 48h: 3.0%; Cycloheximide cs: 1.1; Shiga toxin inh: -5.7

Next structures follow.
Structure,TbPYK inhibitor,AmpC no deterg,Pf growth 96h,LmPK inh,Pf growth 48h,Cycloheximide cs,Shiga toxin inh
COc1ccc(NC(=S)N2CCN(CCN=CC3=C(O)CC(c4ccccc4)CC3=O)CC2)cc1 (centres undefined),5.0%,207.8%[activator],25.3%,5.5%,?,-1.3,-2.5
Cc1ccc(N2C(=O)N3[C@H](c4cccc(C)c4)[C@@H]4C(=O)N(Cc5ccccc5)C(=O)[C@@H]4[C@]3(C)C2=O)cc1,-1.5%,32.9%,-6.0%,nt,?,nt,nt
C=CCN(C(=O)CNC(=O)c1ccco1)C(C(=O)NC1CCCCC1)c1ccccc1 (centres undefined),1.6%,-3.8%,?,1.1%,6.5%,-0.8,-10.0
O=C(NC1CCCCC1)c1cccc(N2C(=O)CCC2=O)c1,-2.9%,1.4%,81.6%[activator],nt,27.4%,nt,nt
Cc1ccc(C2(C)NC(=O)N(CC(=O)NCc3ccccc3Cl)C2=O)cc1 (centres undefined),2.3%,3.2%,-12.4%,-0.5%,-7.2%,11.6*,1.7
CC(C)Cn1c(SCC(=O)NC(=O)Nc2ccc3c(c2)OCCO3)nc2ccccc2c1=O,-0.2%,-11.4%,-20.7%,1.7%,15.9%,-0.5,37.3
C=CCn1c(SCC(=O)NC23CC4CC(CC(C4)C2)C3)nc2cc(C(=O)O)ccc2c1=O,-0.9%,-34.7%,4.65µM*,-1.4%,2.94µM*,4.6,-1.0
CCc1sc(NC(=O)COC)nc1-c1ccccc1,-15.9%,-8.4%,17.0%,0.9%,14.1%,-0.8,-6.0
CSc1ccc(C2c3[nH]c4ccccc4c3CCN2C(=O)c2cc(C)n(C)n2)cc1 (centres undefined),nt,67.5%[activator],31.7%[activator],-4.5%,?,34.0*,80.8*
CC(=O)Nc1cc2c(nc1C)nc(C)n2Cc1ccc(Br)cc1,-3.8%,0.2%,4.4%,0.2%,-5.0%,5.0,-1.1
CC(C)(C)c1nnc(NC(=O)C2CCN(c3ncccn3)CC2)s1,0.3%,-15.2%,?,-0.5%,-6.0%,-2.5,-8.7
CCN1CCN(c2ccc(NC(=O)COc3ccc([N+](=O)[O-])cc3)cc2)CC1,0.1%,-10.3%,19.6%,-6.7%,?,-7.2,-8.3
COc1ccc2cc(Br)ccc2c1CC(=O)N1CCCC1,-0.5%,27.2%,12.1%,-0.5%,-3.8%,0.5,nt
CC(=O)n1cc(N(C(=O)CCl)c2ccc(Cl)cc2)c2ccccc21,-0.7%,28.6%,?,-1.9%,2.33µM*,26.6*,60.9*
CC1=C(C(=O)OCC(Br)(Br)Br)C(c2ccc(Br)cc2)NC(=O)N1CCCC(=O)O (centres undefined),nt,-16.0%,-14.2%,8.3%,7.2%,-2.8,-14.8
CCNC(=O)NC(=O)CSc1cccc(C(F)(F)F)c1,3.4%,-10.0%,17.0%,3.3%,-10.8%,-0.3,16.1
CC(=O)Cc1nsc(Nc2ccc(F)cc2)n1,-17.2%,-28.6%,10.4µM*,-0.8%,2.0%,22.3,65.1*
CCc1nnc(SCC(=O)Nc2nccs2)n1CC,-3.9%,-14.7%,-14.2%,-1.9%,4.3%,0.7,-6.4
Nc1cccc(CCc2nc3cc4ccccc4cc3[nH]2)c1,-3.8%,-31.7%,?,4.8%,203.0%[activator],22.1*,35.8*
COCCNC(=O)c1ccc(NS(=O)(=O)c2ccc3[nH]c(=O)[nH]c3c2)cc1,-9.8%,-10.9%,?,-1.6%,20.5%,-1.0,-11.6
Cc1nn(CCCC(=O)NCc2ccccc2Cl)c(=O)c2nccn12,-3.4%,-5.4%,1.04µM*,-6.5%,-1.5%,-3.0,-3.9
O=C(Cc1c(Cl)cccc1Cl)Nc1ccncc1Cl,-6.0%,-8.2%,?,-1.5%,3.1%,-2.3,15.3
Cc1nn(C)c(C)c1/C=C1/CC2C3CC=C4CC(O)CCC4(C)C3CCC2(C)C1=O (centres undefined),1.3%,28.2%,?,2.9%,?,-5.8,-2.1
O=C1CCC(=O)N1CCOP1(=O)COc2ccccc2OC1,3.3%,-6.9%,3.5%,3.3%,14.2%,-2.0,-3.8
O=C(C1CCN(S(=O)(=O)c2ccccc2)CC1)N(CCc1ccccc1)Cc1ccco1,-12.1%,-23.9%,28.6%,6.3%,13.1µM*,-0.4,14.3

(continued)
Structure,TbPYK inhibitor,AmpC no deterg,Pf growth 96h,LmPK inh,Pf growth 48h,Cycloheximide cs,Shiga toxin inh
Cc1cc(NC(=O)Cc2cccs2)no1,-21.2%,?,?,2.9%,5.0%,1.0,-11.1
O=C(Nc1cccc([N+](=O)[O-])c1)c1ccn[nH]1,-2.5%,-21.1%,?,-7.4%,246.9%[activator],59.6*,76.4*
COC(=O)Cn1cc(/C=N/NC(=O)COc2cccc3cccnc23)c2ccccc21,-7.0%,163.9%[activator],2.7%,1.1%,-5.3%,1.7,-3.2
CCOc1ccc(OCC)c(NC(=O)C2CCCN(S(=O)(=O)c3cnc[nH]3)C2)c1 (centres undefined),1.5%,-0.1%,4.65µM*,12.3%,nt,6.0,-5.9
COCCn1nnnc1C(c1ccccn1)N1CCN(c2cc(C)ccc2C)CC1 (centres undefined),0.8%,23.8%,-10.0%,0.4%,-20.3%,-3.7,-14.1
O=C(Nc1nccs1)c1ccccc1[N+](=O)[O-],5.0%,-6.9%,?,4.3%,31.7%[activator],-1.9,-14.9

3 compounds from above, reduced to TbPYK inhibitor, Pf growth 48h and Cycloheximide cs.
smiles | TbPYK inhibitor | Pf growth 48h | Cycloheximide cs
Cc1cc(NC(=O)CSc2nnnn2-c2ccccc2C)no1 | -1.1% | ? | 17.3
CC1(C)Cc2c(cnn2-c2ccc(F)cc2)C(NC(=O)CN2CCCCC2=O)C1 (centres undefined) | -15.9% | -4.9% | -8.4
CC(=O)n1cc(N(C(=O)CCl)c2ccc(Cl)cc2)c2ccccc21 | -0.7% | 2.33µM* | 26.6*
